VP16 counter – Gal4-VP16 reporter inhibition counter-screen; Potency, µM (doses to about 53.6 µM), for inactives: top-dose activity, negative = inhibition, actives largely listed as inhibitors; AID 2546; Drosophila S2 Gal4-VP16 UAS-luciferase, luminescence, 20 h; actives 3.5% (n = 310,000);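 also: Gal4-VP16 expression switched on by copper sulfate through the metallothionein promoter; % is scaled to controls: 0 for no effect and ±100 for the full control effect; nearly all actives have a fitted effect of over 50% in size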
uPA generation – cell surface uPA generation inhibition; Potency, µM (doses to about 38.3 µM), for inactives: top-dose activity change, negative = inhibition, actives largely listed as inhibitors; cell surface uPA generation assay, qHTS; actives 0.31% (n = 330,000); AID 540303; active = well fitted inhibition curve with a large enough effect; inconclusive = small, poorly fitted or top-dose-only effect; inactive = no such curve, though single readings can be large or run the other way; tested in mouse RAW 264.7 cells; also: % is scaled to controls: 0 for no effect and ±100 for the full control effect; nearly all actives have a fitted effect of over 55% in size
BRCA1 expr up – BRCA1 expression activation; actives 1.1% (n = 380,000); MCF7-BRCA1-FFLuc reporter, luminescence, 48 h; response scale: scaled: vehicle 0%, 10 µM genistein 100%; Potency, µM (highest dose often 46.1 µM), for the others: at the highest dose activation, hits mostly activators; also: nearly all actives have a fitted effect of over 80% in size; some results filed as inactive show a strong effect at the top dose
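MCF7 cells carrying a BRCA1-firefly luciferase reporter (2000 cells/well, phenol-red free MEM) were attached for 2 h at 37 °C, then given compounds for 48 h. Luminescence was read 15 min after luciferase reagent; activity normalized to genistein (10 microM) and DMSO.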
RORgamma inh – blocks mouse ROR gamma transcriptional activity; P51450; Drosophila S2 Gal4-RORgamma UAS-luciferase reporter, 20 h; Potency, µM (doses to about 53.6 µM), inactives show at the highest dose activity change, negative = inhibition, actives largely listed as inhibitors; actives 5.4% (n = 310,000); AID 2551; also: % is scaled to controls: 0 for no effect and ±100 for the full control effect; nearly all actives have a fitted effect of over 60% in size
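In this cell-based reporter format, copper sulfate (700 uM final) drives Gal4–ROR gamma fusion expression from a metallothionein promoter in Drosophila Schneider cells; compounds preincubated 1 hr, reporter read after 20 hr at ambient temperature.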
Rab9 prom act – activators of Rab9 promoter; Huh7 Rab9 promoter-luciferase reporter, luminescence, 24 h; Potency, µM (top dose mostly 9.22 µM), without a hit: at the highest dose activation, negative = inhibition, most hits filed as activators; actives 2.8% (n = 320,000); AID 485297; also: % of control where 0% means no effect; nearly all actives have a fitted effect of over 60% in size
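Luminescence from Amplite-detected luciferase (10 minutes, ambient) reports Rab9 promoter activation. Before that, stable Rab9-luciferase Huh7 cells (1500/well, reduced-serum OP-MEM I plus 10% FBS) were exposed to compound for 24 hours at 37C.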
NPC1 promoter act – activators of NPC1 promoter | Huh7 NPC1 promoter luciferase reporter, 24 h | AID 485313 | Potency, µM (doses to about 9.22 µM), for the others: top-dose activation, most hits filed as activators | actives 2.4% (n = 320,000);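 also: % of control where 0% means no effect; nearly all actives have a fitted effect of over 60% in size; reporter is driven by a mutant NPC1 promoter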
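Cells: Huh7 expressing luciferase under the NPC1 promoter, 1500/well. Seeded 2 h, compound added, incubated 24 h at 37 °C. Luciferase reagent, 10 min ambient, then luminescence.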
p53 reactivator – mutant p53 re-activation in reporter cells | AID 504706 | Potency, µM (doses to about 92.2 µM), without a hit: at the highest dose activity change, positive = activation, usual class: activators | actives 0.063% (n = 320,000) | H1299 p53-A138V BP100-luciferase reporter, luminescence, 24 h; also: % of control where 0% means no effect; nearly all actives have a fitted effect of over 45% in size
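H1299 (p53-null), stable ts p53-A138V + BP100-Luc; 1000 cells/well, Opti-MEM/10% FBS; cpd 4 pt, 1:5; 24 h, 37 deg C, 5% CO2; detection reagent 10 min RT; luminescence.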
ELG1 genotoxic – genotoxicity induction in ELG1-luciferase HEK293T cells; AID 504466; actives 1.3% (n = 330,000); HEK293T ELG1-luciferase reporter, luminescence, 16 h; Potency, µM (highest dose often 46 µM), for the others: at the highest dose activity change, positive = activation, usual class: activators; also: % of control where 0% means no effect; nearly all actives have a fitted effect of over 60% in size
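Genotoxic stress is detected as increased luminescence from luciferase-tagged ELG1 in HEK293T cells, measured with ONE-Glo after a 16 hr treatment at 37 °C.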
FLuc modulator – firefly luciferase modulation, counter-screen for miR-21 project; actives 6.9% (n = 360,000); Potency, µM (titrated, usually from 57.5 µM), for the others: top-dose activity change, negative = inhibition, most hits filed as inhibitors; purified FLuc, Km substrates, luminescence inhibition; AID 588342;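 also: plate controls were vehicle for no effect and reference inhibitor for full effect; nearly all actives have a fitted effect of over 55% in size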
Target sequence (P08659 whole entry, looked up): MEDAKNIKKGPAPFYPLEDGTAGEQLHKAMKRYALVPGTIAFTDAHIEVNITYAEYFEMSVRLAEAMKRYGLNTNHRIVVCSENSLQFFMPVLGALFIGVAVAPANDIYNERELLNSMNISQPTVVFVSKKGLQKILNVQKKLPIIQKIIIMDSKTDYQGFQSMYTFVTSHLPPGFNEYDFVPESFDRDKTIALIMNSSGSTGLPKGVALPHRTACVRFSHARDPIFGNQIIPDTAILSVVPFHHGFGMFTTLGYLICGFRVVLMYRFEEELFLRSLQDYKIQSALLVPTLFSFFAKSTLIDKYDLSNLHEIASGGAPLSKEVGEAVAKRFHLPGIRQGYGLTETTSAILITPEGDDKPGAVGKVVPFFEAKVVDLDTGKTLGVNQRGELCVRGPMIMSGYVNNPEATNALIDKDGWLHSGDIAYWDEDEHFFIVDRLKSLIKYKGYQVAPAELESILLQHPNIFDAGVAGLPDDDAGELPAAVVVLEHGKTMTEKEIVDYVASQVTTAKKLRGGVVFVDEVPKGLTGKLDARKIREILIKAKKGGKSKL
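Purified P. pyralis luciferase (10nM final) with 10uM D-luciferin and 10uM ATP (Km levels) in 50mM Tris acetate pH 7.5, 10mM Mg acetate, 0.01% Tween-20, 0.05% BSA; qHTS 6-point titration, ~60 µM downward; luminescence read.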
MBNL1 CUG block – blocks human MBNL1 binding to CUG repeat RNA; Q9NR56; TR-FRET MBNL1-His/biotin-(CUG)12 binding, 665/545 ratio; Potency, µM (titrated, usually from 57.5 µM), without a hit: at the highest dose activity change, negative = inhibition, actives largely listed as inhibitors; actives 0.036% (n = 280,000); AID 2675; active = well fitted inhibition curve with a large enough effect in the signal ratio, with a control signal flat, not every such curve was filed as active; inconclusive = small, poorly fitted or top-dose-only effect, or effect the other way, or a change in a side signal; inactive = no such curve, though single readings can be large or run the other way; the % refers to the signal ratio; also: % is scaled to controls: 0 for no effect and ±100 for the full control effect
Target sequence (Q9NR56 whole entry, looked up): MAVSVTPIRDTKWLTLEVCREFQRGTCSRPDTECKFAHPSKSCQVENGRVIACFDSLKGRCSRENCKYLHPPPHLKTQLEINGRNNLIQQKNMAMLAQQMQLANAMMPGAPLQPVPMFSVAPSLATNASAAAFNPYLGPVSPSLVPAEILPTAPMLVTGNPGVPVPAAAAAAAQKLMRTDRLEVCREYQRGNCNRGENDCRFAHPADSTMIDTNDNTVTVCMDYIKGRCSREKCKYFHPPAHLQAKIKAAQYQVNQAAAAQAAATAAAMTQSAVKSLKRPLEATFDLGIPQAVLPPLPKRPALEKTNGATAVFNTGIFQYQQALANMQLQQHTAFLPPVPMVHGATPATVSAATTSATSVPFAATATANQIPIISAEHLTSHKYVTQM
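Ratiometric TR-FRET (665 over 545 nm, excitation 340 nm) tracks disruption of MBNL1-His/biotin-(CUG)12 complex after 60 min at room temperature, with compounds at 92 nM to 58 uM final.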
* marks the source's active call; other numbers are inactive results; ? = inconclusive; nt = not tested or not shown; [ ] = dose if it differs, or a comment. Unless noted, calls follow the shape of the dose curve; as a rule, active = well fitted curve in the direction sought with a large enough effect; inconclusive = small, poorly fitted or top-dose-only effect, or another doubt; inactive = no such curve, though single readings can be large; an effect the other way counts as inactive or inconclusive. Potency is read from the fitted curve at half-maximal effect. This is a random part of the collection (roughly 13% active in at least one column).

SMILES	VP16 counter	uPA generation	BRCA1 expr up	RORgamma inh	Rab9 prom act	NPC1 promoter act	p53 reactivator	ELG1 genotoxic	FLuc modulator	MBNL1 CUG block
CCOc1ccc(CN2CCC(Cc3ccccc3)CC2)cc1	-5%	-14%	12%	-29%	-2%	1%	-2%	-11%	2%	-12%
Cc1ccc(CC2C(=O)N(c3cc(Cl)ccn3)C(=O)C2C)cc1 (stereo unspecified)	29%	4%	18%	12%	17%	16%	0%	9%	?	0%
Cc1ccc(S(=O)(=O)N(CC(=O)NCc2cccs2)c2ccccc2)cc1	nt	3%	-5%	nt	-4%	2%	-5%	-9%	-3%	nt
COCCN(C(=O)CNC(=O)c1cccs1)C(C(=O)NC1CCCC1)c1cccs1 (stereo unspecified)	13%	3%	-6%	22%	-1%	-1%	-4%	5%	-1%	3%
CSCCCNC(=S)Nc1ccc(N2CCOCC2)cc1N1CCOCC1	7%	-1%	-4%	-43%	-2%	-1%	0%	3%	-4%	0%
CC(C)C[C@H](NC(=O)c1nc[nH]c1C(=O)NC1CCN(C(=O)OC(C)(C)C)CC1)C(=O)OC(C)(C)C	7.1µM*	5%	-46%	3.2µM*	-5%	2%	-12%	-13%	-3%	6%
OCc1nc2ccccc2n1CCc1ccccc1	nt	-17%	0%	nt	18%	6%	nt	4%	?	-5%
CC12CCC(C/C1=N\OC(=O)c1ccc(F)cc1)C2(C)C (stereo unspecified)	1%	3%	3%	-14%	-2%	-6%	4%	-6%	-18%	-12%
CCOC(=O)c1cc(C#N)c(NCc2ccccc2)nc1C	-1%	5%	-14%	-26%	8%	5%	-3%	3%	-1%	5%
N#Cc1cccc(NC(=O)CCn2ccnc2)c1	-6%	1%	-18%	-2%	6%	6%	0%	-4%	0%	-23%
CCCCC#Cc1cncc(C(=O)N/N=C/c2cccc(OC)c2)c1	?	?	-14%	11µM*	-11%	1%	-8%	-1%	-20%	nt
COCc1cc(Sc2ccc(Cl)cc2Cl)nc(-c2ccccc2)n1	2%	6%	-41%	26%	-7%	-2%	-6%	-1%	-1%	-8%
CN(C)C(=O)c1cn(-c2ccccc2)nc1-c1cc2ccccc2o1	4%	5%	3%	20%	-4%	-1%	-2%	-1%	24µM*	-3%
Clc1ccc(-c2cnc3n2CCC3)cc1	-6%	nt	?	18µM*	?	22%	?	12%	13µM*	-10%
COCCn1c(C)cc(C(=O)CSc2nc(C)cc(C)c2C#N)c1C	-5%	-7%	-37%	-12%	13%	1%	-4%	-9%	1%[2.3 µM]	7%
Cc1nc(COc2ccccc2Cl)sc1-c1ccnc(N)n1	-2%	8%	14%	13%	16%	2%	11%	3%	11µM*	8%
CN(C)S(=O)(=O)c1ccc2c(c1)nc(CCC(=O)Nc1ccc3c(c1)OCO3)n2C	9%	-1%	0%	29%	-2%	1%	4%	-3%	-13%	nt
CCOc1ccc(NC(=O)C2Cc3ccccc3CN2S(=O)(=O)CC)cc1 (stereo unspecified)	1%	17%	30%	3%	2%	0%	5%	0%	-19%	-2%
Oc1cccc(/C=N/Nc2nn3cnnc3c3ccccc23)c1	-12%	?	34%	-34%	9%	15%	1%	-3%	8.5µM*	?
FC(F)(F)c1nc2ccccc2n2c(-c3ccc(Cl)cc3Cl)nnc12	2%	1%	-31%	-6%	0%	0%	8%	-5%	0%	17%
CC(C)(C)c1nnc(NS(=O)(=O)c2ccc([N+](=O)[O-])cc2)s1	7%	6%	-12%	?	2%	-6%	5%	-5%	-12%	?
O=C1Nc2ccc(S(=O)(=O)N3CCCC3C(=O)O)c3cccc1c23 (stereo unspecified)	3%	13%	-2%	29%	-4%	0%	4%	0%	-1%	?
COc1ccc(Br)c(C(=O)OCC(=O)N2CCC(Cc3ccccc3)CC2)c1	nt	6%	-14%	nt	-6%	0%	11%	-1%	1%	nt
COCCn1c(=S)[nH]c2cc(C(=O)NCCc3ccc(OC)c(OC)c3)ccc2c1=O	-4%	nt	2%	-11%	6%	2%	17%	-8%	2%	-2%
Cc1cc(O)ccc1NC1=CC(=O)CC(C)(C)C1	4%	-6%	-12%	10%	-2%	-3%	6%	9%	-3%	5%

Next part
SMILES	VP16 counter	uPA generation	BRCA1 expr up	RORgamma inh	Rab9 prom act	NPC1 promoter act	p53 reactivator	ELG1 genotoxic	FLuc modulator	MBNL1 CUG block
COc1ccc(C(=O)Nc2cc(C)cc(C)c2)cc1S(=O)(=O)N1CCOCC1	-8%	-4%	-11%	30%	-8%	-3%	-9%	0%	-3%	-10%
CCCN1C(=O)/C(=c2\sc3nc(=O)c(Cc4ccc(C)cc4)nn3c2=O)c2ccccc21	1%	-1%	-1%	-8%	-7%	-2%	-12%	-3%	?	2%
COc1ccccc1/C=C/C=N/n1c(-c2ccc(Cl)cc2Cl)n[nH]c1=S	-4%	2%	-7%	?	-4%	1%	1%	0%	-15%	nt
CCC(C)[C@H](NC(=O)C1CC(=O)N(c2ccc(OC)cc2)C1)C(=O)N1CCCCC1 (stereo partly specified)	-1%	3%	-7%	-6%	1%	-3%	7%	0%	0%	-4%
O=C(COC(=O)c1ccc(S(=O)(=O)N2CCCC2)cc1)NCc1ccccc1	3%	-5%	-13%	15%	0%	1%	0%	-2%	3%	9%
COc1ccc2c(c1)C(=O)N(c1ccccc1OC)C(=O)C2	-7%	-4%	-1%	8%	0%	1%	?	0%	7%	-6%
CC1CCCN(S(=O)(=O)c2ccc(S(=O)(=O)N3CCC4(CC3)OCCO4)cc2)C1 (stereo unspecified)	?	3%	0%	-13%	-2%	-3%	-11%	2%	-1%	-8%
COc1ccc(C(=O)Nc2cc(OC)nc(OC)n2)cc1	?	-7%	?	?	0.79µM*	2.2µM*	?	?	4.3µM*	2%
COc1ccc(NC(=O)COc2ccc(S(=O)(=O)N3CCOCC3)cc2C)cc1OC	0%	0%	-18%	8%	3%	-3%	1%	1%	0%	-2%
COc1ccc(Cn2c(=S)[nH]c3cc(C(=O)N4CCCCC4)ccc3c2=O)cc1	?	2%	0%	8.9µM*	2%	14%	3%	2%	5%	3%
O=C(/C=C/c1cccc(Br)c1)OCC(=O)N1CCN(c2ccccc2)CC1	nt	-7%	8%	nt	-8%	-5%	1%	0%	-2%	nt
OCc1cccc(Nc2ncnc3sc4c(c23)CCCCC4)c1	10%	6%	-25%	-17%	-4%	-4%	0%	-2%	?	8%
Cc1nc(Oc2ccc(Cl)cc2)c2oc3ccccc3c2n1	-1%	2%	-12%	-22%	0%	-4%	-5%	1%	-3%	-7%
CCOC(=O)N1CCN(Cc2nc3cc([N+](=O)[O-])ccc3n2C)CC1	0%	-4%	-6%	16%	1%	-1%	-6%	-4%	1%	?
O=C(O)C1CC=CCC1C(=O)Nc1ccccc1 (stereo unspecified)	12%	1%	8%	?	13%	11%	18%	12%	3%	-4%
S=C(Nc1ccc(Nc2ccccc2)cc1)Nc1ccccn1	2.5µM*	-1%	-49%	0.71µM*	-6%	-12%	1%	?	?	1%
Cc1cccc(NC(=O)c2cccc(S(=O)(=O)N3CCCCC3)c2)c1	-13%	2%	-6%	15%	4%	-8%	0%	-3%	-11%	-6%
Cc1ccccc1CSCCC(=O)NCCC1=CCCCC1	-13%	0%	-12%	2%	0%	0%	13%	1%	2%	-6%
CC(C)c1nnc(NC(=O)COc2ccc3c(c2)OCO3)s1	6%	0%	11µM*	-2%	1%	14%	?	?	?	-1%
O=C(NC1CCOc2ccccc21)c1ccc(=O)[nH]c1 (stereo unspecified)	-4%	2%	0%	-32%	-3%	3%	5%	0%	0%	-4%
COc1cc(S(=O)(=O)Nc2ccc(C)cc2)ccc1N=Cc1c(C)[nH]n(-c2ccccc2)c1=O	?	-6%	-24%	?	-1%	1%	11%	-9%	2%	nt
Cc1ccc(NC(=O)CSCC(=O)NCCc2ccccc2)c(C)c1	nt	10%	5%	nt	7%	-2%	1%	2%	2%	nt
CC(Sc1nncn1C)C(=O)Nc1nnc(C(C)C)s1 (stereo unspecified)	10%	3%	13%	-7%	-5%	6%	2%	0%	1%	7%
COc1cc2c(cc1OC)C1(CCCCC1)CN(C)C2	-1%	-1%	19%	0%	0%	0%	0%	-3%	4%	-6%
Oc1ccccc1-c1cc(-c2ccccc2)no1	-7%	-3%	1%	-37%	?	5.6µM*	nt	?	0.85µM*	-5%
COc1ccc(S(=O)(=O)N(CC(=O)O)c2ccccn2)cc1	-24%	2%	5%	4%	0%	1%	-6%	-1%	-1%	-9%
Oc1ccc(Br)cc1C=Nc1ccc2c3c(cccc13)CC2	-7%	-6%	-64%	?	-2%	3%	2%	-2%	?	nt

Compound profiles, from the list above. Order of values: VP16 counter	uPA generation	BRCA1 expr up	RORgamma inh	Rab9 prom act	NPC1 promoter act	p53 reactivator	ELG1 genotoxic	FLuc modulator	MBNL1 CUG block
Cc1nc(COc2ccccc2Cl)sc1-c1ccnc(N)n1 across the screens: -2%	8%	14%	13%	16%	2%	11%	3%	11µM*	8%
COc1ccc(Br)c(C(=O)OCC(=O)N2CCC(Cc3ccccc3)CC2)c1 across the screens: nt	6%	-14%	nt	-6%	0%	11%	-1%	1%	nt
S=C(Nc1ccc(Nc2ccccc2)cc1)Nc1ccccn1 across the screens: 2.5µM*	-1%	-49%	0.71µM*	-6%	-12%	1%	?	?	1%

High-throughput results deposited in PubChem BioAssay by National Center for Advancing Translational Sciences (NCATS).
